sEH activator: soluble epoxide hydrolase activators, primary screen, biochemical, human sEH. Bifunctional epoxide hydrolase 2 (Homo sapiens), P34913. purified human sEH enzymatic activity, activator screen. activation, % at 2 µM. 91,000 tested, 0.04% active; in the data active = activation above about 37%; also: values of inactives mirror those of a sister screen read the other way
ERb coact inh: inhibitors of ERβ-SRC1 coactivator interaction, primary screen, biochemical, TR-FRET, ERβ LBD, SRC-1 peptide | TR-FRET ER-beta LBD / SRC1-Cy5 peptide binding; receptor agonist-loaded with 1 µM estradiol | inhibition, % at 25.6 µM | 86,000 tested, 1.3% active | AID 633, 2007;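 active = compounds whose percent inhibition of the receptor-coactivator binding signal exceeds about 50% in the single-dose screen, limit read from the data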;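 also: 0% = receptor plus peptide wells without compound and 100% = peptide-only wells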
Target sequence (Q92731 whole entry, looked up, the tested form may be a part): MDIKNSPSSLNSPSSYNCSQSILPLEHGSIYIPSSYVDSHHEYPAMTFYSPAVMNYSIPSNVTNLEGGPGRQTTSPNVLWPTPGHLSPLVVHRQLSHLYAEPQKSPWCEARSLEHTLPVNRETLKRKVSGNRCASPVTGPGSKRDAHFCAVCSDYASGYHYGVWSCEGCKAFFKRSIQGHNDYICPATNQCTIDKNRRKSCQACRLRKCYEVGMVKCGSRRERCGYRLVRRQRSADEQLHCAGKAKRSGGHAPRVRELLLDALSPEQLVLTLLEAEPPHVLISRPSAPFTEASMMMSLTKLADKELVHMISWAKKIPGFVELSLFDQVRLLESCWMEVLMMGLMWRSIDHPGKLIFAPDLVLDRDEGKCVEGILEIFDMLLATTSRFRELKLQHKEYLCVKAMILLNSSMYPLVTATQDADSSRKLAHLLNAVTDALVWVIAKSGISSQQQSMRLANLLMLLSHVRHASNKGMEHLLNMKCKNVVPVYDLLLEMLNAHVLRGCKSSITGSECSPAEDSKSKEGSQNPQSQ
ERa SRC1 pot: enhancers of ERα–SRC-1 coactivator binding, primary screen, biochemical, TR-FRET, ERα LBD, low estradiol. coactivator binding (% of control), % at 25.6 µM. 86,000 tested, 1.3% active. AID 639, 2007. TR-FRET ERalpha-LBD/SRC-Cy5 coactivator binding, 2 h; 100 = basal binding, no effect; in the data active = activity above about 200%;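 also: binding measured in presence of low estradiol as agonist stimulus; 0% = peptide alone without receptor and 100% = receptor with peptide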
HUVEC inhibit: inhibitors of HUVEC proliferation, primary screen, cell-based, 384-well; viability, % at 10 µM (by protocol); AID 648, 2007; 86,000 tested, 1.1% active; CellTiter-Glo luminescence, 72 h; active compounds read low;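 active = viability at or below 30%; inactive = viability above 30%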;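 also: 100% = median luminescence of DMSO-only cell control wells on each plate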
Smad3 FoxH1 inh: Smad3/FoxH1 peptide binding inhibitors, primary screen, biochemical, TR-FRET | AID 630, 2007 | inhibition, % at 25 µM | 88,000 tested, 0.29% active | Mothers against decapentaplegic homolog 3 (Homo sapiens), P84022 | TR-FRET Smad3/Dy647-FoxH1 peptide binding, europium anti-His;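 active = compounds that reduce the energy-transfer binding signal between the protein and its labelled peptide by more than half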;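 also: 0% = Smad3 plus labelled peptide maximal FRET and 100% = peptide-only background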
Target sequence (P84022 whole entry, looked up): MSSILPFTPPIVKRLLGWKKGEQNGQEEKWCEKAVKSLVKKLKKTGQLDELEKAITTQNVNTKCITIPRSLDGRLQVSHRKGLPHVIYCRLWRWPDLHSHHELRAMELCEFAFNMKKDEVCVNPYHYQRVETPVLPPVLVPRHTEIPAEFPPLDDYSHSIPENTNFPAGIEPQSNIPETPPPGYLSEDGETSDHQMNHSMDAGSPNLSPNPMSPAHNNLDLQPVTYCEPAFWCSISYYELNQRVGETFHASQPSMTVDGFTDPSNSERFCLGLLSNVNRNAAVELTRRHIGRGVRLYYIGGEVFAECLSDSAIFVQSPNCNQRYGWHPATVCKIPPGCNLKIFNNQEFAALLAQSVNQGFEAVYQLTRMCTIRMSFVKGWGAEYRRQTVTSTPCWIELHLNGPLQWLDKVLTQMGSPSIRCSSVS
ERa coact inh: ERα–SRC-1 coactivator interaction inhibitors, primary screen, biochemical, TR-FRET, ERα LBD, estradiol-bound. Estrogen receptor (Homo sapiens), P03372. TR-FRET ER-alpha LBD / SRC-1 peptide. inhibition, % at 25.6 µM. 86,000 tested, 1.7% active. AID 629, 2007; in the data active = inhibition above about 50%;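 also: 0% = receptor plus peptide control and 100% = peptide only without receptor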
H69AR inhibit: proliferation blockers of H69AR lung cancer cells, primary screen, cell-based, human, 86K library; H69AR lung tumor viability, ATP luminescence, 72 h; active compounds read low; viability, % at 10 µM; 85,000 tested, 6% active; AID 598, 2007;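 active = viability at or below 40%; inactive = viability above 40%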;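 also: multidrug resistant small cell line overexpressing MRP-1 efflux transporter; 100% = mean luminescence of untreated control wells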
Lung fibro prol: antiproliferative effect on LL 47 fibroblasts – human, LL 47 cells, CellTiter-Glo luminescence, primary screen. LL 47 human lung fibroblast viability, ATP luminescence; active compounds read low. viability, % at 10 µM. 85,000 tested, 1.1% active. AID 719, 2007;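 active = viability at or below 50% in the single dose screen; inactive = viability above 50%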;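 also: compound exposure lasted 72 h before the ATP readout; 100% = median luminescence of untreated cell-only wells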
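test system = LL 47 human lung fibroblasts | amount = 1,150 fibroblasts seeded per well | medium = 15% FBS in IMEM | times = overnight cell rest, 72 h compound treatment at 37 °C | measured by = CellTiter-Glo luminescence measuring cellular ATP | read-out = viability percentage against median untreated-cell control | benchmarks = cell-only wells, no compound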
Candida biofilm: clotrimazole potentiators killing Candida biofilms, primary screen, with clotrimazole, Alamar Blue; C. albicans biofilm + clotrimazole; inhibition, % at 6 µM; 85,000 tested, 0.14% active;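 active = inhibition above 20%; inactive = inhibition below 20%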;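 also: preformed 24 hr biofilms exposed to compound for 48 hr; 0% = biofilm without compound and 100% = blank killed by clotrimazole plus chlorhexidine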
* marks the source's active call; other numbers are inactive results; . = not tested or not shown; [ ] = another dose, or the depositor's remark. These rows are one share of the data. The share of hits here may be higher or lower than overall.

SMILES	sEH activator	ERb coact inh	ERa SRC1 pot	HUVEC inhibit	Smad3 FoxH1 inh	ERa coact inh	H69AR inhibit	Lung fibro prol	Candida biofilm
Cc1nc(CC(=O)O)c(-c2ccccc2)s1	4	-29[fluorescence artefact?]	107	100	-3	-23	107	101	7
Cc1nc(SCC(=O)c2ccccc2)n[nH]1	9	-2	97[fluorescence artefact?]	87	0	-19	98	92	7
Cc1cccc(/C=C2\CS/C(=C\c3cccc(C)c3)C2=O)c1	-3	0	81	113	15	0	90	101	3
Cc1n[nH]c(C)c1CCc1nc2c3ccccc3nc(SCC(N)=O)n2n1	35	-17	107	94	2	-8	92	111	5
Cn1c(=O)c2c(nc(N3CCN(c4ccccn4)CC3)n2Cc2ccc(Cl)cc2Cl)n(C)c1=O	-8	-7	99[fluorescence artefact?]	105	-10	-5	61	93	4
Cc1nn(-c2ccccc2)c(C)c1NC(=O)c1cccs1	3	-10	93	106	-1	-3	98	101	1
COCCCn1c(C)nnc1SCC(=O)NCc1ccco1	0	-4	100	111	-20[fluorescence artefact?]	-12[fluorescence artefact?]	94	102	-3
CCn1c(-c2cc(Br)cc(OC)c2O)nc2cc(S(=O)(=O)N(C)C)ccc21	7	0	110	99	7	-49[fluorescence artefact?]	65	95	6
CC(=O)c1cccc(NC(=O)NCc2ccco2)c1	0	19	84	92	-5	14	88	106	8
COc1ccccc1CNC(=O)CSc1nc(-c2ccccc2)cn1N	-8	4	121	87	14	-5	89	96	14
COc1ccccc1-c1noc(-c2cc(OC)c(OC)c(OC)c2)n1	1	-6	98	97	12	-15	67	101	9
O=S(=O)(Nc1ncn[nH]1)c1ccc2ccccc2c1	9	-7[fluorescence artefact?]	112	80	6	-9	80	94	2
CCOC(=O)Cn1c(=NC(=O)CSC(C)=O)sc2cc(OC)ccc21	2	3	103	102	5	0[fluorescence artefact?]	90	98	11
CN1CCc2c(c3c(n2C)CCN(C)C3c2ccc(F)cc2)C1c1ccc(F)cc1 (stereo not drawn)	-1	-9	91	86	-2	0	98	91	6
Cc1cc(C)c(NC2=NCC(=O)N2C2CCCCC2)c(C)c1	17	-12	107	103	2	-10	95	104	-1
CC(C)(C)NS(=O)(=O)c1cccc2nsnc12	.	-12	89	80	-9	-9	96	102	4
O=C1NC(=O)C(Nc2cccc3ccccc23)S1 (stereo not drawn)	15	25	76	91	16	1	86	97	4
CN(C(=O)c1ccncc1)c1nnc(-c2ccccn2)s1	13	3	73	110	-9[fluorescence artefact?]	-1	103	117	-3
CCc1ccccc1NC(=O)CSc1nnc(-c2ccco2)n1N	12	-1	120	101	5	4[fluorescence artefact?]	94	102	7
CCc1ccc(N2CCN(C(=O)c3ccc(OC)c(OC)c3)CC2)cc1	.	-9[fluorescence artefact?]	122[fluorescence artefact?]	98	-2	-6	87	100	1

A second format for 2 compounds above:
Cc1nn(-c2ccccc2)c(C)c1NC(=O)c1cccs1
  sEH activator: 3; ERb coact inh: -10; ERa SRC1 pot: 93; HUVEC inhibit: 106; Smad3 FoxH1 inh: -1; ERa coact inh: -3; H69AR inhibit: 98; Lung fibro prol: 101; Candida biofilm: 1

COCCCn1c(C)nnc1SCC(=O)NCc1ccco1
  sEH activator: 0; ERb coact inh: -4; ERa SRC1 pot: 100; HUVEC inhibit: 111; Smad3 FoxH1 inh: -20[fluorescence artefact?]; ERa coact inh: -12[fluorescence artefact?]; H69AR inhibit: 94; Lung fibro prol: 102; Candida biofilm: -3

5 structures out of the list, arranged by molecular weight, lowest first:
SMILES	sEH activator	ERb coact inh	ERa SRC1 pot	HUVEC inhibit	Smad3 FoxH1 inh	ERa coact inh	H69AR inhibit	Lung fibro prol	Candida biofilm
Cc1nc(CC(=O)O)c(-c2ccccc2)s1	4	-29[fluorescence artefact?]	107	100	-3	-23	107	101	7
CCc1ccc(N2CCN(C(=O)c3ccc(OC)c(OC)c3)CC2)cc1	.	-9[fluorescence artefact?]	122[fluorescence artefact?]	98	-2	-6	87	100	1
COc1ccccc1CNC(=O)CSc1nc(-c2ccccc2)cn1N	-8	4	121	87	14	-5	89	96	14
Cc1n[nH]c(C)c1CCc1nc2c3ccccc3nc(SCC(N)=O)n2n1	35	-17	107	94	2	-8	92	111	5
CCOC(=O)Cn1c(=NC(=O)CSC(C)=O)sc2cc(OC)ccc21	2	3	103	102	5	0[fluorescence artefact?]	90	98	11

Next entries
SMILES	sEH activator	ERb coact inh	ERa SRC1 pot	HUVEC inhibit	Smad3 FoxH1 inh	ERa coact inh	H69AR inhibit	Lung fibro prol	Candida biofilm
CC(C)C(=O)NC(c1ccco1)c1ccc2cccnc2c1O (stereo not drawn)	2	8	95	2.1*	9	3	1.9*	14*	11
O=C(CN1C(=O)c2ccccc2S1(=O)=O)Nc1ccc(S(=O)(=O)N2CCCC2)cc1	-68	-4	135	91	12	11	90	99	3
O=C(O)CNC(=O)C1COc2ccccc2O1 (stereo not drawn)	5	-3	106	97	4	-13	100	94	6
O=C(Nc1nnc(CC(=O)N2CCOCC2)s1)C1COc2ccccc2O1 (stereo not drawn)	-2	14	115[fluorescence artefact?]	92	0	3	89	102	2
Cc1ccc(C(C(=O)NC2CCCCC2)N(CC2CCCO2)C(=O)CNC(=O)c2ccco2)cc1 (stereo not drawn)	11	-11	117	100	-3	-8	65	100	3
O=C(Oc1ccccc1)c1cccc2cccnc12	5	2	90	87	-8	6	0.8*	36*	3
CS(=O)(=O)N1CCN(c2ccccc2NC(=O)c2cccc3ccccc23)CC1	12	-6	92	84	-2	-20	93	95	5
COC(=O)Nc1sc2c(c1C(=O)NC1CC1)CCCCCC2	-7	-7	105	92	3	-4	92	103	5
c1ccc(-n2nnnc2NCCc2c[nH]c3ccccc23)cc1	6	-13	98	81	4	-5	51	97	.
Fc1ccccc1Cn1nnc(-c2ccc3c(c2)OCO3)n1	0	-1	94	93	11	1	101	97	-2
CC(=O)N1CCc2cc(S(=O)(=O)NCCC(=O)Nc3ccc4c(c3)OCCO4)ccc21	.	4[fluorescence artefact?]	125	100	-2	2	103	103	3
Cc1cc(C)cc(N2CC34C=CC(O3)C(C(=O)OCC(=O)NCc3ccco3)C4C2=O)c1 (stereo not drawn)	-3	-18	101	101	10	-17	82	99	5
Cc1cc(C(=O)CSc2nnc(-c3cccs3)o2)c(C)n1-c1ccccc1	.	1	136	78	-6	-7	90	99	6
O=C(Cn1cnc2c(cnn2-c2ccc(Cl)cc2)c1=O)NCCc1ccccc1	-2	13[fluorescence artefact?]	104	106	0[fluorescence artefact?]	31[fluorescence artefact?]	76	91	6
CCn1c(=S)ccc2ccc(OC)cc21	6	-5	114	81	3[fluorescence artefact?]	-7	81	91	2
O=C(Nn1c(Cc2cccs2)nc2ccccc2c1=O)c1ccc(F)c(F)c1	-3	-1	115	101	5	-4	92	102	6
COc1ccccc1-c1ccc(C(=O)O)o1	.	-5	112	98	-11	-2	89	100	5
CCOc1cc(NS(=O)(=O)c2ccc(Cl)cc2)c(OCC)cc1NC(=O)CC(C)C	-4	2	95	105	4	-5	101	102	3
COC(=O)CSc1nnc(C)n1-c1cccc(OC)c1	-11	-12	107	98	1	-4	96	99	1
COCCn1c(SCC(=O)N2CCCC2)nnc1C(C)C	8	-2	114	77	-6	7	96	95	-1
Cc1nc(SCC(=O)Nc2c(C)n(C)n(-c3ccccc3)c2=O)[nH]c(=O)c1C	-10	-24[fluorescence artefact?]	94	92	11	-25	84	101	4
CCOc1ccccc1N1CCN(S(=O)(=O)CC)CC1	.	19	81[fluorescence artefact?]	87	0	1	95	94	0
CC(=O)c1cc(F)c(N2CCCCCC2)cc1C	-2	-28	104	96	6	-32	85	95	3
Cc1c(NC(=O)CSc2nnc3sc4ccccc4n23)c(=O)n(-c2ccccc2)n1C	-4	4[fluorescence artefact?]	112	110	4	-7	97	101	5
COCCCn1c2nc3ccccc3nc2c2c(=O)n(Cc3ccc(Cl)cc3)c(C)nc21	.	13	112[fluorescence artefact?]	78	0	22	65	82	4
Cc1ccc2cc(C#N)c(N3CCCN(C(=O)C4CCCO4)CC3)nc2c1 (stereo not drawn)	13	8[fluorescence artefact?]	92[fluorescence artefact?]	108	-21	-2[fluorescence artefact?]	87	108	5
COc1ccc(-n2cnc3cc(NCc4ccccn4)ccc32)cc1	-6	-6	100	110	0	-13	99	99	4
Cn1c(=O)n(C)c(=O)n(CC(=O)N2CCCCC2)c1=O	6	-12	104	101	2	-16	91	106	-1
c1ccc(-c2nnc3sc(-c4csc5c4CCCC5)nn23)cc1	10	11[fluorescence artefact?]	96	76	-2	19	31*	100	4
N#CC(C#N)=C1CCc2ccccc2N1	0	1[fluorescence artefact?]	101	101	5	-8	85	99	-3
O=S(=O)(c1ccc(N2CCOCC2)cc1)N1CCOCC1	2	-17	88	95	12	4	87	89	4
COc1cccc2cc(C(=O)N3CCN(C45CC6CC(CC(C6)C4)C5)CC3)c(=O)oc12	-3	-2	127	86	11	-6	98	96	3
CCc1nn(CC(=O)O)c(=O)c2ccccc12	-2	-6	113	99	12	-8	107	97	10
OC1CCN(c2ncnc3c2nnn3Cc2c(F)cccc2Cl)CC1	.	-1	114	98	-1	2	91	98	3
Clc1cccc(-c2nnc(SC/C=C/c3ccccc3)n2Cc2ccco2)c1	-5	-12	95	47	-9	-2	68	91	7
